Screening data deposited in PubChem BioAssay by several laboratories.
PhoP inhibition: inhibitors of PhoP regulon expression, primary screen, Salmonella Typhimurium, GFP reporter (AID 1863); 0.16% of 300,000 active; S. Typhimurium PhoP-regulated promoter GFP reporter, 4 h; higher % means a stronger effect; inhibition, % at 50 µM, or IC50 in µM where a hit was titrated;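 active means inhibition over 29.93%, a cutoff 3 SD above the screen mean, later confirmed by dose response; inconclusive means inhibition over 29.93% but no dose response follow-up; inactive means inhibition at most 29.93% or unconfirmed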;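 further: 0% = low Mg2+ inducing control and 100% = high Mg2+ repressing control; strong numbers were not always called active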
SV40 large T antigen: SV40 large T antigen inhibitors, biochemical (AID 1903); inhibition, % at 20 µM; hits with a dose series show IC50 in µM; SV40 large T antigen ATPase/helicase inhibition assay; higher % means a stronger effect; 0.39% of 310,000 active; in the data active means a potency from the dose series; inconclusive means inhibition mostly from about 32% at the one dose, without a potency; inactive means the rest, 99 in 100 with inhibition below about 32%; further: strong numbers were not always called active
PMI inhibition: human PMI inhibitors, high substrate, primary screen, biochemical, fluorescence intensity, high mannose 6-phosphate (AID 1220). recombinant PMI enzyme, coupled fluorescence intensity; higher % means a stronger effect. 0.66% of 190,000 active. inhibition, % at 20 µM, or IC50 in µM where a hit was titrated
PMI inhibitors: inhibitors of human PMI, primary screen, biochemical, fluorescence intensity, coupled assay (AID 1209); Mannose-6-phosphate isomerase (Homo sapiens); purified PMI enzyme, coupled fluorescence intensity; higher % means a stronger effect; one-dose inhibition, % at 20 µM; IC50 in µM for titrated hits; 0.42% of 190,000 active;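 further: plate controls were DMSO vehicle for no effect and wells lacking substrate for full effect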
Insulin prom up: insulin promoter activators in MIN6 cells, imaging, high-content screening, mouse beta cells; MIN6 insulin promoter-GFP reporter; hits give high values; z-score at 5 µM; 0.3% of 190,000 active;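 active means z-score above 3 at 5 µM with at least 500 cells counted in the well; inconclusive means wells under 500 cells, flagged as cytotoxic or low count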
CSM14.1 death rescue: rescue of cells from ER stress-induced death, primary screen, 384-well, CSM14.1, thapsigargin, ATP luminescence (AID 1222); 190,000 tested, under 10 active; cellular ATP content (survival), % at 20 µM, or EC50 in µM where a hit was titrated; CSM14.1 thapsigargin-induced death rescue, ATP luminescence; higher % means a stronger effect;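 active means EC50 below 50 µM in the dose-response confirmation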;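 further: death triggered by thapsigargin at about 15 µM added after 2 h compound pretreatment; cell ATP read after overnight thapsigargin exposure of roughly 18 to 22 hours; normalized against plate controls of thapsigargin alone and 5% DMSO vehicle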
West Nile virus CPE: West Nile virus antiviral activity, cell-based, CPE readout (AID 1621); one-dose CPE inhibition, % at 10 µM; IC50 in µM for titrated hits; 0.02% of 290,000 active; West Nile virus-infected cells, CPE inhibition; higher % means a stronger effect; in the data active means a potency from the dose series; inconclusive means CPE inhibition mostly from about 3.7% at the one dose, without a potency; inactive means the rest, 99 in 100 with CPE inhibition below about 2.2%; further: strong numbers were not always called active
RSV antiviral HEp-2: RSV antiviral activity via CPE protection, HEp-2 cells, primary 10 µM value included (AID 2391). HEp-2 cells, RSV-induced CPE inhibition; higher % means a stronger effect. CPE inhibition, % at 10 µM, or IC50 in µM where a hit was titrated. 0.13% of 310,000 active; in the data active means a potency from the dose series; inconclusive means CPE inhibition mostly from about 23% at the one dose, without a potency; inactive means the rest, 99 in 100 with CPE inhibition below about 21%; further: strong numbers were not always called active
TNAP activation fold: human TNAP enzyme activators, primary screen, biochemical, luminescent, no phosphate acceptor, uHTS (AID 1001). 0.03% of 200,000 active. purified TNAP, luminescent activation assay, no phosphate acceptor; higher activation fold means a stronger effect. one-dose activation fold at 20 µM; EC50 in µM for titrated hits. Alkaline phosphatase, tissue-nonspecific isozyme (Homo sapiens); in the data active means activation fold from about 3, or a potency from the dose series; inactive means the rest, 99 in 100 with activation fold below about 1.6; further: many of its hits are not listed in these tables
Insulin prom up cell count: also measured in Insulin prom up; calls as there; cell count; measured here: cytotoxicity, nuclei count;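 total cells summed across four imaged fields per well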
* = called active by the depositor; ? = inconclusive; . = no result given. Unless noted, no stated cut-off is given here; in the data, active means inhibition above about 50%; inactive means the rest.

The opening two entries (preview)
Results follow in this order: PhoP inhibition	SV40 large T antigen	PMI inhibition	PMI inhibitors	Insulin prom up	Insulin prom up cell count	CSM14.1 death rescue	West Nile virus CPE	RSV antiviral HEp-2	TNAP activation fold
CC(=O)Nc1ccc(NC(=O)c2ccc(NS(=O)(=O)c3cccc4cccnc34)cc2)cc1
  18%	1%	.	.	.	.	.	-0.6%	0.5%	.
CCOC(=O)c1sc(C(=O)OCC)c(OCCO)c1OCCO
  3%	0%	4%	-10%	-0.37	1385	-0.8%	0.3%	2.6%	1

All compounds of this part, previewed entries included:
Results follow in this order: PhoP inhibition	SV40 large T antigen	PMI inhibition	PMI inhibitors	Insulin prom up	Insulin prom up cell count	CSM14.1 death rescue	West Nile virus CPE	RSV antiviral HEp-2	TNAP activation fold
CC(=O)Nc1ccc(NC(=O)c2ccc(NS(=O)(=O)c3cccc4cccnc34)cc2)cc1
  18%	1%	.	.	.	.	.	-0.6%	0.5%	.
CCOC(=O)c1sc(C(=O)OCC)c(OCCO)c1OCCO
  3%	0%	4%	-10%	-0.37	1385	-0.8%	0.3%	2.6%	1
O=C(C1Cc2ccccc2CN1S(=O)(=O)c1ccc(F)cc1)N1CCCCC1 (centres undefined)
  -13%	0%	9%	11%	0.09	1331	-2.1%	-0.7%	1.4%	1.1
CC1CCN(S(=O)(=O)c2ccc3c(c2)c(=O)c(C(=O)N2CCOCC2)cn3C)CC1
  0%	4%	.	.	.	.	.	0.2%	1.2%	.
CC(C)(C)SCCNC(=O)COc1ccc(Cl)cc1
  8%	3%	4%	4%	-1.3	1240	.	-0.6%	1.7%	1.1
Cn1c(CC(=O)Nc2ccccc2)cc2ccccc21
  0%	2%	.	.	.	.	.	-0.9%	0.5%	.
CSc1ccccc1NC(=O)COc1ccc(Cl)cc1Cl
  12%	10%	23%	24%	-0.19	1483	-0.6%	-0.4%	22%	1.1
C=CCNC(=S)N1CCN(CCNC2=CC(=O)CC(C)(C)C2)CC1
  -8%	15%	.	.	0.02	1467	.	0.0%	.	.
COc1ccc(-c2nnc3ccc(SCC(=O)N4CCCCC4)nn23)cc1OC
  -4%	2%	12%	8%	-0.02	1792	-0.8%	-0.1%	4.3%	1.1
Cc1nc(C)c(/C(O)=C/c2nc3ccccc3oc2=O)s1
  10%	33%	2%	-9%	-0.57	1266	-1.0%	-1.5%	1.1%	0.7

The listing continues.
Results follow in this order: PhoP inhibition	SV40 large T antigen	PMI inhibition	PMI inhibitors	Insulin prom up	Insulin prom up cell count	CSM14.1 death rescue	West Nile virus CPE	RSV antiviral HEp-2	TNAP activation fold
Cc1[nH]c2ccc(C(=O)N3CCCC3)cc2c1C
  3%	6%	.	.	.	.	.	0.1%	3.2%	.
CCOc1ccccc1CN1CCNC(=O)C1CC(=O)N(C)Cc1nonc1C (centres undefined)
  4%	13%	.	.	.	.	.	-0.8%	0.8%	.
CCC(Sc1nc2c(cnn2-c2ccccc2)c(=O)[nH]1)C(=O)OC (centres undefined)
  5%	9%	12%	14%	1.3	954	-2.8%	0.2%	1.7%	1.1
O=C(COC(=O)c1ccccc1Nc1ccccc1)NCc1ccco1
  6%	10%	-2%	4%	1.4	941	0.2%	-0.1%	1.2%	1.1
O=C(Nc1cccc(F)c1)c1ccc(S(=O)(=O)N2CCCCC2)cc1
  0%	7%	.	.	.	.	.	-0.4%	2.4%	.
CCC(C)Nc1nc(-c2cccc(OC)c2O)nc2ccccc12 (centres undefined)
  2%	2%	-4%	-1%	.	.	-0.6%	2.1%	16%	1
O=C(CN1CCN(S(=O)(=O)c2ccc(Br)cc2)CC1)Nc1ccc2c(c1)OCO2
  -9%	2%	10%	3%	-0.08	1264	0.0%	0.1%	0.2%	1.2
COC(=O)c1sccc1NC(=O)CSc1ccccc1NS(=O)(=O)c1ccccc1Cl
  -1%	-3%	10%	9%	-0.86	1838	-2.0%	-0.8%	8.9%	1.1
NNC(=O)c1cnn(-c2ccccc2)c1-n1cccc1
  -1%	16%	1%	7%	-0.27	1317	-2.8%	-0.4%	0.1%	1.1
NC1(C(=O)O)CC1
  7%	9%	.	.	.	.	.	0.6%	1.7%	.

(further entries)
Results follow in this order: PhoP inhibition	SV40 large T antigen	PMI inhibition	PMI inhibitors	Insulin prom up	Insulin prom up cell count	CSM14.1 death rescue	West Nile virus CPE	RSV antiviral HEp-2	TNAP activation fold
COc1ccc(-c2cc(C(=O)NCC3CCCO3)c3ccccc3n2)c(OC)c1 (centres undefined)
  10%	8%	.	.	.	.	.	0.4%	0.1%	.
Cc1cc(C(=O)N(C)Cc2ccc(Br)cc2)no1
  -13%	0%	-2%	9%	0	926	0.5%	-0.1%	0.2%	1
CC(=O)Nc1ccc(N=C(C2=C(O)c3ccccc3C2=O)c2ccccc2)cc1
  -16%	12%	20%	2%	-0.92	1149	-0.6%	0.1%	1.0%	1
Cc1nnsc1S(=O)c1ccc(Cl)c(Cl)c1 (centres undefined)
  4%	22%	.	.	.	.	.	?	2.2%	.
Cc1cccc(C(=O)OC2CCCN(C)C2)c1C (centres undefined)
  6%	-4%	.	.	.	.	.	-0.6%	0.2%	.
C=CCn1c(SCC(=O)c2ccc(CNC(C)=O)o2)nc2ccccc2c1=O
  -3%	16%	1%	5%	-0.78	925	-2.7%	-0.1%	1.9%	1.1
Cc1onc(-c2ccc(Cl)cc2)c1-c1ccnc(SCC(=O)Nc2cc(Cl)cc(Cl)c2)n1
  -8%	11%	.	.	-0.11	1006	.	-1.3%	.	.
Cc1ccc(C(=O)COC(=O)CNC(=O)CN2C(=O)c3ccccc3C2=O)cc1
  -11%	9%	-8%	6%	-0.87	1363	0.3%	-0.1%	0.6%	1.1
COc1ccccc1NC(=O)c1ccc(N2CC3CC(C2)c2cccc(=O)n2C3)c(NC(=O)c2cccnc2)c1 (centres undefined)
  6%	24%	.	.	.	.	.	1.1%	0.9%	.
COCCCNc1oc(-c2ccccc2OC)nc1C#N
  4%	-2%	-5%	-6%	0.47	1656	-1.6%	0.8%	.	1

Further entries:
Results follow in this order: PhoP inhibition	SV40 large T antigen	PMI inhibition	PMI inhibitors	Insulin prom up	Insulin prom up cell count	CSM14.1 death rescue	West Nile virus CPE	RSV antiviral HEp-2	TNAP activation fold
COC(=O)c1cc(C(=O)OCC(=O)N2c3ccccc3NC(=O)C2(C)C)cc([N+](=O)[O-])c1
  21%	6%	5%	4%	0.01	1446	-2.6%	0.2%	2.7%	1.1
O=C(COc1cccc(NC(=O)c2ccco2)c1)c1ccc(F)cc1
  14%	2%	13%	9%	-0.14	1782	0.6%	-0.5%	8.2%	1.1
CCCCNC(=O)c1onc(CSc2ccc(C(C)C)cc2)c1C(=O)O
  -9%	16%	4%	-8%	-0.19	1320	-2.3%	0.2%	4.1%	1
Cc1nc(SCc2nc3ccccc3[nH]2)c2oc3ccccc3c2n1
  -29%	12%	9%	15%	1.1	1549	2.4%	-0.3%	0.9%	1
CC(C)n1cc([C@@H]2C[C@H]3CN(Cc4cccc(Cl)c4)C(=O)[C@]34CCCN24)cn1
  -5%	0%	.	.	-0.63	1050	-0.3%	-0.7%	-0.7%	1.1
CSc1cc(C)[nH]c(=O)n1
  -4%	4%	10%	6%	.	.	1.3%	0.4%	0.5%	1.1
Cc1ccc(C)n1NC(=O)c1ccc(Cl)cc1
  -1%	15%	-3%	-1%	.	.	-3.9%	-0.4%	1.9%	1.2
Cc1ccc(-c2ccc(=O)n(CC(=O)NCCC(C)C)n2)cc1
  -10%	4%	.	.	.	.	.	0.2%	1.9%	.
Cc1ccc(C(=O)N/C(=C\c2ccc(Cl)cc2)C(=O)NCCCN2CCOCC2)cc1
  7%	-19%	5%	-6%	0.58	1355	-6.7%	-0.4%	2.0%	1.1
COC(=O)c1ccc(NC(=O)CN2C(=O)CC(C)S(=O)(=O)c3ccccc32)cc1 (centres undefined)
  -13%	15%	.	.	.	.	.	0.1%	1.7%	.

(next part)
Results follow in this order: PhoP inhibition	SV40 large T antigen	PMI inhibition	PMI inhibitors	Insulin prom up	Insulin prom up cell count	CSM14.1 death rescue	West Nile virus CPE	RSV antiviral HEp-2	TNAP activation fold
CNC(=S)NCc1ccc2[nH]c(C)cc2c1
  -10%	26%	10%	2%	1.6	1242	-1.4%	0.2%	1.9%	1.1
O=C(NCCc1ccc(Cl)cc1)C1CCC(=O)N1Cc1ccccc1Cl (centres undefined)
  2%	-1%	-8%	-6%	.	.	1.2%	-0.3%	-1.4%	1.1
O=C(CCN1C(=O)/C(=C/c2ccccc2Cl)SC1=S)NC1CCCC1
  3%	0%	.	.	.	.	.	?	2.8%	.
COC(=O)c1ccccc1NC(=O)CSc1nnc(-c2ccc(OC)cc2)n1C
  6%	-6%	-7%	-4%	-0.19	1184	-0.8%	0.1%	4.0%	1.1
Cc1cc2c3c(c1)C(C)CC(C)(C)N3C(=O)C2=O (centres undefined)
  5%	5%	22%	25%	0.5	1484	-1.8%	0.0%	-1.5%	1
O=C(O)C1C(c2ccccc2)C(C(=O)N2CCOCC2)C1c1ccccc1 (centres undefined)
  6%	-1%	-2%	-2%	0.99	1213	0.5%	0.6%	-1.1%	1.2
CC1CC(C)CN(CCCNC(=O)C2CCCN(c3nnc(N4CCCC4=O)s3)C2)C1 (centres undefined)
  1%	7%	7%	9%	0.95	1688	-0.3%	0.6%	-1.0%	1.1
Cc1ccc(/C(N)=N/OC(=O)c2ccc(Cl)cc2Cl)cc1
  -5%	2%	-5%	-4%	0.02	1173	-1.9%	0.6%	8.3%	1.1
COC(=O)[C@@H](NC(=O)c1ccc2c(c1)S(=O)(=O)c1ccccc1C2=O)C(C)C
  8%	0%	.	.	.	.	.	0.2%	0.3%	.
COc1ccc(C(=O)C[n+]2ccc3ccccc3c2C)cc1
  8%	2%	.	.	-1	1042	.	0.7%	1.3%	.

Further records.
Results follow in this order: PhoP inhibition	SV40 large T antigen	PMI inhibition	PMI inhibitors	Insulin prom up	Insulin prom up cell count	CSM14.1 death rescue	West Nile virus CPE	RSV antiviral HEp-2	TNAP activation fold
COC(=O)c1ccc(CN2CCN(C(C)C)C(CCO)C2)cc1 (centres undefined)
  -2%	45%	-8%	-6%	.	.	-0.3%	0.1%	0.1%	1.1
O=C(c1ccc2snnc2c1)N1CCCCC1
  -7%	4%	-6%	-3%	0.3	1257	-0.5%	-0.2%	1.5%	1.1
COc1ccccc1CN(Cc1nc2ccccc2c(=O)[nH]1)S(=O)(=O)c1ccc2ccccc2c1
  1%	7%	12%	12%	0.32	1202	-0.6%	0.2%	3.7%	1
CN(C)S(=O)(=O)c1cccc(NC(=O)NCCCl)c1
  -5%	16%	.	.	0.01	1157	.	0.5%	0.7%	.
COc1cccc(/C=C2\SC(=S)N(c3cccnc3)C2=O)c1OC
  6%	15%	-6%	-1%	0.3	1331	0.0%	0.7%	0.1%	1.1
CN1CCCC(OC(=O)c2cccc(Cl)c2)C1 (centres undefined)
  .	9%	.	.	-0.22	1456	.	-0.3%	1.0%	.
